Source: PubChem BioAssay
M4 ag: agonists of human muscarinic M4 receptor (CHRM4); activation, % at 3 µM; 360,000 compounds, 0.14% hits; CHO-K1 hM4/Gqi5, Fluo-8 calcium fluorescence; vehicle 0%, full acetylcholine response 100%; P08173; AID 624127;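 active = activation above the run mean over all test wells plus 3 SD, cut at about 32% in these data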;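 note: peak over basal fluorescence ratio per well then scaled between controls; 0% = DMSO wells and 100% = acetylcholine at EC100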
Target sequence (P08173 whole entry, looked up): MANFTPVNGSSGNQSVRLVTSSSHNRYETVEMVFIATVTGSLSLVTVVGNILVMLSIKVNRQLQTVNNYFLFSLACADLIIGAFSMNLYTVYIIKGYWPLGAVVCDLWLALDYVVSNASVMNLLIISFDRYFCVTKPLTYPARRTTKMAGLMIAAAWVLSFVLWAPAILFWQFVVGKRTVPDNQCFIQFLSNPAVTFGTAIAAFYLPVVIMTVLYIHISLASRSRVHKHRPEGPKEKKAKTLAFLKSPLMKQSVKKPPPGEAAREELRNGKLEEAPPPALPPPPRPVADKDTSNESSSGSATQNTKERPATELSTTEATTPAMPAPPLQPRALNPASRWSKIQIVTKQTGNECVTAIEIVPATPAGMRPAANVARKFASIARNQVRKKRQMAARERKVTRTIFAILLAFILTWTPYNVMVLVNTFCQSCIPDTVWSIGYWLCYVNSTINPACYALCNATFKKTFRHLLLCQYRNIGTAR
M5 PAM: CHRM5 positive allosteric modulation; AID 624038; 360,000 compounds, 0.3% hits; P08912; CHO-K1 hM5, Fluo-8 calcium, ACh EC20 PAM; 0% = ACh EC20, 100% = ACh EC100; activation, % at 3 µM;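 active = activation above the run cutoff, the mean activation of all test compounds plus 3 SD, cut at about 18% in these data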
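Probe or stimulus: acetylcholine, EC20 level; Assay system: human M5 receptor in CHO-K1 cells; Schedule: compound preincubation 140 s before EC20 acetylcholine addition; Technique: intracellular calcium via Fluo-8 fluorescence; Dosing: single-point, 3 µM nominal; Read-out basis: percent activation from peak-over-basal fluorescence ratio, scaled EC20-to-EC100 acetylcholine; Repeats: one well per compound, no replicates.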
CHRM5 agonist: CHRM5 agonism in calcium assay; P08912; CHO-K1 hM5 cells, Fluo-8 calcium fluorescence; 0% DMSO wells, 100% maximal acetylcholine response; activation, % at 3 µM; 360,000 compounds, 0.19% hits; AID 624037;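 active = activation above the run's mean over test compounds plus 3 SD, cut at about 23% in these data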;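 note: signal is peak over basal fluorescence ratio across the kinetic read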
CHRM4 antagonist: CHRM4 antagonism in calcium assay | P08173 | CHO-hM4 cells, ACh EC80, Fluo-8 calcium fluorescence | inhibition, % at 3 µM | 360,000 compounds, 0.73% hits;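 active = inhibition above its plate's cutoff, the mean inhibition of sample wells plus 3 SD, cut at about 27% in these data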;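 note: 0% = acetylcholine EC80 with DMSO and 100% = DMSO without agonist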
M5 antag: antagonists of human muscarinic M5 receptor (CHRM5); CHO-hM5 cells, Fluo-8 calcium fluorescence, ACh EC80; inhibition, % at 3 µM; 360,000 compounds, 0.59% hits;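 active = inhibition above a per-plate cutoff, the mean of that plate's test compounds plus 3 SD, cut at about 27% in these data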;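 note: 0% = acetylcholine EC80 with DMSO and 100% = DMSO without agonist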
CRFR2-BP ag: CRF-BP/CRF-R2 complex agonism; AID 588473; 350,000 compounds, 0.46% hits; activation, % at 13.2 µM; HEK293 CRF-R2/CRF-BP, calcium dye fluorescence (FLIPR); percent of saturating CRF peptide response;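 active = activation of at least 50%, plus an integration ratio under a set limit after plate pattern correction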;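 note: plate controls were neutral control wells without compound for no effect and CRF at EC100 for full effect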
M1 PAM: potentiates human M1 receptor response to acetylcholine | CHO-K1 hM1, Fluo-8 calcium fluorescence, ACh EC20; 0% = ACh EC20, 100% = maximal ACh | activation, % at 3 µM | P11229 | AID 588819 | 360,000 compounds, 0.088% hits; in the data active = activation above about 19%, passing the limit was not always enough
Target sequence (P11229 whole entry, looked up): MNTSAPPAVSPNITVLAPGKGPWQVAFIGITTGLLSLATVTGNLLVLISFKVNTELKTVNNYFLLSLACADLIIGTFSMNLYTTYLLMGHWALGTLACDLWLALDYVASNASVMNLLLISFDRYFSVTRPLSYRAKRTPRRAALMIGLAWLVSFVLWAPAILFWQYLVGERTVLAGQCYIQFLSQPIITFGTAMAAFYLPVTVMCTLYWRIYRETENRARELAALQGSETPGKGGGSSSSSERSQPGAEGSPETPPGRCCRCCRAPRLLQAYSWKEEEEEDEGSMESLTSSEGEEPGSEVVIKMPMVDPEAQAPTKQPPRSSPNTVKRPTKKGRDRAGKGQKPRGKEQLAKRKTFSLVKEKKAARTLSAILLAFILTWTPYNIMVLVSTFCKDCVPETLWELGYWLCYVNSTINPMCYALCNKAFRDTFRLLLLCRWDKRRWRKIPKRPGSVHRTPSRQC
M4 PAM: CHRM4 positive allosteric modulation. P08173. CHO-K1 hM4/Gqi5, Fluo-8 calcium fluorescence, ACh EC20; 0% = ACh EC20, 100% = maximal ACh. activation, % at 3 µM. 360,000 compounds, 0.4% hits. AID 624126;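 active = activation above its plate's cutoff, the mean activation of sample wells plus 3 SD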; note: some results filed as inactive read as strong as hits
CRFBP-R2 block: antagonists of CRF-binding protein/CRF-R2 receptor complex; HEK293 CRF-R2/CRF-BP, CRF-induced calcium fluorescence; inhibition, % at 11.8 µM; 350,000 compounds, 0.59% hits; AID 588475;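 active = inhibition of the ligand-induced calcium signal above about 50% at the single tested concentration, limit read from the data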
Active calls of the source: *; x = no result given.

SMILES | M4 ag | M5 PAM | CHRM5 agonist | CHRM4 antagonist | M5 antag | CRFR2-BP ag | M1 PAM | M4 PAM | CRFBP-R2 block
CCN(CC)C(=O)C1=C(C)N(Cc2ccc(OC)cc2)C(=O)C(CC(=O)NCc2cccc3ccccc23)C1 (stereo unspecified) | 5 | 0 | -1 | -3 | 6 | -1.9 | -9 | -4 | 25
COc1ccc(C2=Nn3c([n+](C)c4ccccc43)SC2)cc1 | 1 | 3 | -3 | 0 | 10 | 2.5 | 2 | 3 | 5
COc1ccc(C(=O)C2CCCN(Cc3ccc4nonc4c3)C2)c(OC)c1 (stereo unspecified) | 12 | -15 | -5 | 5 | 12 | -1.3 | -2 | -14 | 3
N/C(=N\OC(=O)COc1ccc2ccccc2c1Br)c1ccccn1 | 2 | -2 | -2 | 2 | 9 | 1.4 | 7 | -2 | -29
CCN(CC)C(=S)NC(=O)Cc1ccccc1 | 0 | -2 | -2 | 0 | 7 | 0.9 | -5 | -2 | -23
COc1ccccc1NC(=O)CNS(=O)(=O)c1ccccc1 | 0 | -2 | 2 | -12 | 0 | 0.6 | 7 | 4 | 5
Cc1cc(Br)cc2c(C(=O)NCC3CCCO3)cc(-c3cccs3)nc12 (stereo unspecified) | 0 | -8 | -2 | 14 | 24 | 1.2 | 8 | -3 | -17
CSc1ccccc1-c1nnc(-c2ccc(Cl)c(Cl)c2)o1 | 0 | -2 | 0 | -8 | -4 | 5.2 | 7 | -1 | 25
c1ccc2oc(-c3ccn[nH]3)cc2c1 | 1 | 8 | 0 | -10 | 5 | 1.0 | 8 | 1 | 5
Cc1nc2nc(-c3ccco3)[nH]n2c(=O)c1Cc1ccccc1 | 0 | 2 | -5 | -1 | -2 | 2.4 | 4 | -3 | 3

Compound profiles (already shown). Order of values: M4 ag | M5 PAM | CHRM5 agonist | CHRM4 antagonist | M5 antag | CRFR2-BP ag | M1 PAM | M4 PAM | CRFBP-R2 block
Shown for `CCN(CC)C(=S)NC(=O)Cc1ccccc1` : 0 | -2 | -2 | 0 | 7 | 0.9 | -5 | -2 | -23
Shown for `COc1ccccc1NC(=O)CNS(=O)(=O)c1ccccc1` : 0 | -2 | 2 | -12 | 0 | 0.6 | 7 | 4 | 5
Shown for `CSc1ccccc1-c1nnc(-c2ccc(Cl)c(Cl)c2)o1` : 0 | -2 | 0 | -8 | -4 | 5.2 | 7 | -1 | 25
Shown for `CCN(CC)C(=O)C1=C(C)N(Cc2ccc(OC)cc2)C(=O)C(CC(=O)NCc2cccc3ccccc23)C1` (stereo unspecified) : 5 | 0 | -1 | -3 | 6 | -1.9 | -9 | -4 | 25
Shown for `N/C(=N\OC(=O)COc1ccc2ccccc2c1Br)c1ccccn1` : 2 | -2 | -2 | 2 | 9 | 1.4 | 7 | -2 | -29

Next part.
SMILES | M4 ag | M5 PAM | CHRM5 agonist | CHRM4 antagonist | M5 antag | CRFR2-BP ag | M1 PAM | M4 PAM | CRFBP-R2 block
Cc1c(/C=C/C(=O)c2ccc(Cl)s2)cnn1C | 1 | -5 | 1 | -2 | 1 | -0.1 | 9 | 12 | -6
COc1ccc(N(C)C(=O)C2CCN(S(=O)(=O)c3cccc4nonc34)CC2)c(OC)c1 | 2 | -1 | 2 | 11 | 8 | -0.6 | 0 | -3 | 9
Cc1ccccc1C(=O)NC(=S)Nc1ccccc1C(=O)O | 1 | 1 | -2 | -2 | -4 | -0.7 | 5 | 4 | -26
COc1ccc(-c2[nH]ncc2CN(C)Cc2ccccn2)c(OC)c1 | 1 | -2 | 5 | 6 | 1 | 0.3 | -4 | -3 | -9
Cc1ccc(NC(=O)COC(=O)Cn2ccc(=O)[nH]c2=O)cc1C | 1 | -1 | 1 | 0 | 14 | 1.6 | 2 | 6 | -6
CC1CCCN(S(=O)(=O)c2ccc(NC(=O)Cn3nnc(-c4ccccc4F)n3)cc2)C1 (stereo unspecified) | 3 | -9 | 4 | -1 | 5 | 1.1 | 0 | -6 | 8
COc1ccc(OCC(=O)NC2CCCN(Cc3ccc(Cl)cc3)C2)cc1 (stereo unspecified) | 2 | 5 | -8 | -6 | 13 | 2.3 | 8 | 0 | -3
Cc1c(Cl)cccc1Nc1nc(N)nc(CN2CCCCCC2)n1 | 0 | -3 | -6 | 4 | 7 | 0.0 | 5 | -5 | -8
CCOc1ccc(CCNC(=O)c2ccc(OCc3c(C)noc3C)cc2)cc1OCC | 15 | -18 | 4 | -22 | 11 | -0.7 | 4 | -6 | 3
Cc1ccc2nc(C(F)C(F)(F)F)[nH]c2c1 (stereo unspecified) | 0 | 1 | -4 | -4 | -6 | 1.8 | 6 | 9 | 43
CCOC(=O)CSc1nc2c(sc(=S)n2CCc2ccccc2)c(=O)n1Cc1ccco1 | 1 | 4 | 0 | 6 | -2 | 1.4 | -7 | 8 | 19
COc1ccc(CC(=O)OCC(=O)Nc2ccc(Br)cc2)cc1 | 2 | -4 | -3 | 0 | 12 | 1.4 | 3 | -2 | -10
Cc1ccc(C(=O)OCC(=O)NNC(=O)c2cccs2)c(O)c1 | 1 | 6 | 3 | 0 | -8 | 0.0 | 6 | -2 | -2
CCN1CCc2c(sc(NC(=O)CN3C(=O)c4ccccc4C3=O)c2C(N)=O)C1 | 1 | 5 | 0 | 4 | -4 | 1.4 | 6 | -1 | 10
COc1ccc(OCC(=O)Nc2ccc(N3CCC(C)CC3)cc2)cc1 | 1 | 2 | -4 | -5 | 10 | 1.0 | 2 | 3 | -5
CC(=O)NCCCc1nc2ccccc2n1Cc1ccc(C)cc1 | 1 | 11 | -4 | 6 | 1 | 1.5 | 4 | 0 | -21
COc1cccc(NC(=O)COC(=O)c2ccc3c(c2)OCO3)c1 | 2 | 7 | 2 | 4 | 3 | -0.6 | -1 | -3 | 11
CN(C)C(=N)c1n[nH]nc1SCc1ccccc1 | 2 | -3 | -2 | -4 | 4 | 9.6 | 5 | 4 | 46
COc1ccccc1N1CCN(C(=O)CNS(=O)(=O)c2ccc(Br)s2)CC1 | 6 | -8 | 1 | 0 | 14 | 2.0 | -10 | -11 | -10
O=C(Nc1cccc(Cl)c1)C1CCN(C(=O)c2cccs2)CC1 | 2 | -3 | -1 | 7 | -1 | 0.1 | 6 | -6 | -5
O=C(Cn1cc(C(F)(F)F)cc(Cl)c1=O)NCc1ccc(Cl)cc1 | 2 | -2 | 2 | -9 | 6 | 0.0 | 15 | 7 | -4
O=C(c1cccc2nc3ccccc3nc12)N1CCOCC1 | 1 | 5 | 2 | -10 | 1 | -0.1 | 10 | -8 | -5
CCOc1ccc(N(C)Cc2cc(=O)oc3ccc(OC)cc23)cc1 | 3 | -6 | -3 | -1 | 9 | -0.9 | -8 | -6 | 3
COC(=O)CN1C(=O)N/C(=C/c2cc3c(cc2OC)OCO3)C1=O | 1 | 2 | 2 | 3 | 3 | -0.7 | 1 | -6 | -1
CCC(Sc1nncn1C)C(=O)Nc1nnc(-c2ccc(Cl)cc2)s1 (stereo unspecified) | -1 | -3 | -1 | -32 | -4 | -1.3 | 4 | 7 | -11
CCCn1c(SCC(=O)NC(C)C)nc2sc3c(c2c1=O)CCC3 | 0 | 2 | -2 | -3 | 1 | -0.4 | 11 | 1 | -3
O=C(Nc1cccc2nsnc12)c1ccc2c(c1)OCO2 | 0 | -1 | 1 | 5 | -2 | 1.1 | 5 | -2 | -1
Brc1cc(Br)cc(CN2CCSCC2)c1 | 0 | 4 | -1 | -1 | -1 | -1.1 | 17 | 2 | -3
COC(=O)c1ccc(NC(=O)C(=O)c2cccn2C)cc1 | 4 | 1 | -2 | -16 | -14 | -1.9 | 13 | 14 | -3
Cc1nc(-c2ccccc2)nc2[nH]c(=O)n(-c3ccccc3)c(=O)c12 | 7 | -4 | 2 | 2 | 0 | -1.4 | 4 | -3 | -27
COc1ccc(N(CC(O)Cn2nnc3ccccc32)S(=O)(=O)c2ccc(C)cc2)cc1 (stereo unspecified) | 3 | -15 | -6 | -3 | 6 | -1.4 | 0 | 3 | 0
Cn1cnnc1SCC(=O)c1ccc(O)c(O)c1 | 1 | 4 | 1 | -7 | 2 | -0.5 | 14 | 0 | -2
N#Cc1ccc(CN2CCN(C(=O)c3cc(Cl)c4c(c3)OCCO4)CC2)cc1 | 2 | 2 | -2 | -5 | 9 | 0.1 | 8 | 7 | 4
CCS(=O)(=O)NCc1cn2ccsc2n1 | 0 | 1 | 4 | 0 | 1 | -0.1 | 6 | 17 | 0
CNC(=S)N/N=C/c1c(C(=O)OC)cnn1-c1ccc(F)cc1F | 12 | -3 | 6 | 13 | 4 | 0.2 | 10 | -6 | -8
CCc1nnc(SCC(=O)Nc2ccc3c(c2)OCO3)n1CC | 1 | 2 | -6 | 0 | 10 | -0.7 | 5 | 0 | -6
O=C(NN=Cc1ccccc1)NN=Cc1ccccc1 | 1 | 0 | 0 | -1 | 19 | 0.2 | 5 | 4 | -4
CCOc1cc(CNc2cccc3ccccc23)cc(Br)c1OCC(=O)NC(C)(C)C | 0 | -6 | 0 | 1 | 1 | -0.8 | -4 | 5 | -3
CCCCN(C(=O)C1CSC2(C)CCC(=O)N12)c1c(N)n(CC(C)C)c(=O)[nH]c1=O (stereo unspecified) | 0 | 10 | 0 | 11 | 8 | 10 | -5 | 0 | -2
Cc1cc(Br)cn2c(Cc3ccccc3)c(-c3ccco3)nc12 | -1 | 4 | 4 | -5 | -6 | x | 8 | -7 | x
CC(=O)Nc1cccc(-c2ccnc3c2CC(C(=O)NCc2ccc(F)c(F)c2)O3)c1 (stereo unspecified) | 8 | 2 | 6 | -16 | -8 | x | 6 | -1 | x
Cc1c(C(=O)OCC(=O)c2ccc3c(c2)OCCO3)oc2ccccc12 | 0 | -7 | 0 | -6 | 6 | -0.9 | -3 | 3 | 15
CC(C)N1C(=O)C(=O)N(CC(=O)N2c3ccccc3CC2C)C1=O (stereo unspecified) | 1 | 2 | -1 | -3 | -3 | -0.8 | 9 | 1 | 3
CCN(CC)CCNC(=O)c1c(C)oc2cc(Br)c(OC)cc12 | 3 | -3 | -5 | 6 | 1 | 1.5 | -1 | -4 | -4
Cc1c(C(C)C[C@H](C)O)oc(=O)c2c1Oc1c(C)c(C(C)C[C@H](C)O)oc(=O)c1C2 (stereo partly specified) | 1 | 1 | 3 | -4 | 6 | -1.6 | 8 | 12 | -3
NC1=NN=C(c2ccc3c(c2)OCCO3)CS1 | 1 | 8 | -18 | 8 | 6 | -2.9 | 3 | -2 | 1
CC(=O)Nc1ccc(NS(=O)(=O)c2ccc(Cl)s2)cc1 | 2 | 5 | 1 | -5 | 3 | -0.8 | 10 | 13 | -6
N#Cc1cnn2ccn(C3OC(CO)C(O)C3O)c12 (stereo unspecified) | 3 | 1 | 0 | -18 | -7 | -0.3 | 6 | 7 | -11
COc1ccccc1-n1c(-c2ccc(NS(C)(=O)=O)cc2)n[nH]c1=S | 0 | 0 | -1 | -3 | 3 | -0.7 | 5 | 1 | -9
Cc1ccc(NC(=O)Cn2nnc(C(=O)NCc3cccs3)c2N)cc1Cl | 2 | 9 | 0 | -8 | -6 | 2.3 | 7 | 8 | -9
O=C(N/N=C/c1cccc(O)c1)c1ccc(COc2cccc3cccnc23)cc1 | 12 | -16 | 2 | 12 | 10 | 1.4 | -11 | -11 | 6
COCCN(C(=O)c1ccc(N(C)S(=O)(=O)c2ccc(C)cc2)cc1)c1c(N)n(CC(C)C)c(=O)[nH]c1=O | 1 | 1 | 3 | -9 | -3 | -0.8 | 15 | 10 | 2
